RECQ1 helicase: RECQ1 (human) helicase inhibition | RECQ1 DNA unwinding, red fluorescence kinetic read | Potency, µM (series often up to 57.3 µM), without a hit: at the highest dose activity, negative = inhibition, usual class: inhibitors | 0.54% of 240,000 active;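 note: plate controls were vehicle for no effect and no enzyme for full effect; nearly all actives have a fitted effect of over 30% in size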
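RECQ1T1 50 nM; forked duplex (20 bp + 30-nt ss tails) 200 nM, ATP 2 mM final; pH 8.0, 2 mM MgCl2, 2.5 ug/ml poly(dI-dC); 15 min compound preincubation; discontinuous kinetic read over 2 h at RT.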
KDM4E inh: blocks human JMJD2E demethylase activity; Potency, µM (doses to about 57.1 µM), without a hit: at the highest dose activity change, negative = inhibition, actives largely listed as inhibitors; 1.6% of 230,000 active; JMJD2E catalytic domain, FDH-coupled NADH fluorescence (FDH is formaldehyde dehydrogenase); B2RXH2; active = well fitted inhibition curve with a large enough effect, not every such curve was filed as active; inconclusive = small, poorly fitted or top-dose-only effect, or another doubt; inactive = no such curve, though single readings can be large or run the other way;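 note: 0% = wells with enzyme and -100% = buffer wells without enzyme; nearly all actives have a fitted effect of over 50% in size; many of its hits are not listed in these tables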
Target sequence (B2RXH2 1-337 limits assumed): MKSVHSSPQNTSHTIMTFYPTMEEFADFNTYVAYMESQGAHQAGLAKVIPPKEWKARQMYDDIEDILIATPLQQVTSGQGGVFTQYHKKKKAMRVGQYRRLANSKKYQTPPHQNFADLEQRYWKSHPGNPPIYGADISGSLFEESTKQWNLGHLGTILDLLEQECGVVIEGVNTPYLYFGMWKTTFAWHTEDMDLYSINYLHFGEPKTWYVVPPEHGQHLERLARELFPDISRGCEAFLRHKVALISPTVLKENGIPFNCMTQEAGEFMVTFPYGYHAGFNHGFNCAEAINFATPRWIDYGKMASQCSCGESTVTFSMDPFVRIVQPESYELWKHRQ
TRb-SRC2 inh: TRbeta-SRC2 interaction inhibition; Potency, µM (top dose mostly 106 µM), for inactives: top-dose activity change, negative = inhibition, usual class: inhibitors; 0.065% of 280,000 active; TRbeta-SRC2 peptide binding, fluorescence polarization; receptor liganded with 1 µM T3; AID 1469; P10828;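 note: plate controls were bound peptide for no effect and peptide without receptor for full effect; nearly all actives have a fitted effect of over 50% in size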
Target sequence (P10828 whole entry, looked up): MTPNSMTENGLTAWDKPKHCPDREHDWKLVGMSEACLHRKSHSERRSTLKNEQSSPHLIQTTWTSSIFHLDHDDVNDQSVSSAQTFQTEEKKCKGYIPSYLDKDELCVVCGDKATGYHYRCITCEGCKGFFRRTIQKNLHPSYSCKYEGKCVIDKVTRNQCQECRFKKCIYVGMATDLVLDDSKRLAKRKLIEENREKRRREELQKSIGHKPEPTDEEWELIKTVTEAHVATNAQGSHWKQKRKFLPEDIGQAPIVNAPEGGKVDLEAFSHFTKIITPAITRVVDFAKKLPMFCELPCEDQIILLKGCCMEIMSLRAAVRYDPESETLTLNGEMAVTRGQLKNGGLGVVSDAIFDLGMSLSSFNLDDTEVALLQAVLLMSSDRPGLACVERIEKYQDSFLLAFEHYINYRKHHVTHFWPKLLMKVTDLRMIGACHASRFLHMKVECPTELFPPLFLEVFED
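Binding of a 20-amino-acid Texas Red SRC2 peptide (20 nM) to TRb ligand-binding domain (0.6 uM) with agonist T3 at 1 uM was followed by fluorescence polarization after a 5 hr room-temperature incubation.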
L3MBTL1 block: blocks human L3MBTL1; Q9Y468; Potency, µM (highest dose often 57.1 µM), without a hit: at the highest dose activity, negative = inhibition, actives largely listed as inhibitors; 0.66% of 230,000 active; AlphaScreen L3MBTL1–H3K9me1 peptide binding; note: nearly all actives have a fitted effect of over 60% in size
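AlphaScreen assay: L3MBTL1 (50 nM final) was preincubated 30 min at room temperature with biotinylated H3(1-15)K9me1 peptide (75 nM final), then 30 min with library compounds; streptavidin donor and nickel chelate acceptor beads (10 ug/mL final) added, 30 min dark.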
GoLoco inh red: inhibitors of human Gai1-RGS12 GoLoco interaction (red fluorophore); 0.44% of 230,000 active; P63096; AID 880; Gai1:RGS12 GoLoco peptide FP, rhodamine, 10 min; Potency, µM (doses to about 61.6 µM), inactives show top-dose activity, negative = inhibition, actives largely listed as inhibitors; active = well fitted inhibition curve with a large enough effect, not every such curve was filed as active; inactive = no such curve, though single readings can be large or run the other way; note: nearly all actives have a fitted effect of over 30% in size; many of its hits are not listed in these tables
Tau fibril ThT: tau fibrillization inhibition (ThT binding); recombinant tau K18 P301L (four-repeat tau fragment), heparin-induced fibrillization, ThT fluorescence; P10636; 2.1% of 270,000 active; Potency, µM (top dose mostly 57.4 µM), inactives show at the top dose activity, negative = inhibition, hits mostly inhibitors; note: nearly all actives have a fitted effect of over 55% in size
Target sequence (P10636 561-689 P618L limits assumed): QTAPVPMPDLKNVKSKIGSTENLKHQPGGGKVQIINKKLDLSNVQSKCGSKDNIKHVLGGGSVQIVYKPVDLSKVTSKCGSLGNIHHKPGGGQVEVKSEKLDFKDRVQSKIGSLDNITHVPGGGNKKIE
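Heparin-induced fibrillization of the P301L-mutant K18 repeat-domain fragment of human tau was followed by ThT binding in quantitative high-throughput format.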
TR SRC2 fluor cs: Texas Red fluorescence interference in TRb-SRC2 counter-screen; TRb/SRC2 Texas Red total fluorescence interference; Potency, µM (titrated, usually from 106 µM), inactives show top-dose fluorescence change, negative = quenching; 0.29% of 280,000 active; active = well fitted curve in either direction with a large enough effect; inconclusive = small, poorly fitted or top-dose-only effect
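Human TRb ligand-binding domain at 0.6 uM with 20 nM Texas Red SRC2 peptide in Tris buffer containing 1 uM T3 and 5% DMSO, incubated with compound 5 h at ambient temperature. Total fluorescence (555/632 nm) calculated as parallel + 2 × perpendicular.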
Tau fibril FP: inhibitors of human tau fibril formation. 0.39% of 280,000 active. Potency, µM (top dose mostly 57.7 µM), for the others: at the top dose activity, negative = inhibition, usual class: inhibitors. AID 1468. P10636. K18 P301L tau heparin fibrillization, Alexa594 FP, 6 h; note: nearly all actives have a fitted effect of over 55% in size
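FP of Alexa 594-tau after heparin (20 uM) induction. Substrate: human K18 P301L, 15 uM unlabeled, 0.24 uM labeled. Buffer 100 mM sodium acetate pH 7. 6 hr, 37 C.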
Numbers without * were called inactive; i = inactive; u = inconclusive; x = not tested or not shown; [ ] = another dose, or the depositor's remark. Unless noted, calls come from the whole dose curve; as a rule, active = well fitted curve in the direction sought with a large enough effect; inconclusive = small, poorly fitted or top-dose-only effect, or another doubt; inactive = no such curve, though single readings can be large; an effect the other way counts as inactive or inconclusive. Unless noted, % is set by controls: 0 for no effect and ±100 for the full control effect; potency is the fitted concentration of half-maximal effect.

Values run as follows: RECQ1 helicase, KDM4E inh, TRb-SRC2 inh, L3MBTL1 block, GoLoco inh red, Tau fibril ThT, TR SRC2 fluor cs, Tau fibril FP
O=C(N/N=C/c1c(O)n(-c2ccccc2Cl)c(=O)c2ccccc12)c1cccnc1
→ -10%, u, 0%, -14%, 12%, -15%, -10%, 9%
CCNC(=O)N1CCCC(C(=O)c2ccc3cc(OC)ccc3c2)C1 (centres undefined)
→ -7%, u, 2%, 11%, 3%, -9%, 0%, -1%
CCOc1ccccc1NC(=O)NCc1noc2ccc(C)cc12
→ x, x, 6%, x, x, -6%, -1%, -3%
C1CCCN(c2nc3nonc3nc2N2CCCCCC2)CC1
→ 0%, 4%, 2%, u, 7%, -2%, -2%, -5%
COc1ccc(Cl)cc1NC(=O)CSc1nccn1-c1ccc(Cl)cc1
→ x, x, 2%, x, x, -1%, -4%, -20%
CCN(CC)C(=S)Nc1ccc(OC)cc1
→ -4%, 8%, -6%, 0%, 1%, -2%, -1%, -2%
CC(=O)Nc1ccc(NC(=O)c2oc3cc(C)c(C)cc3c2C)cc1
→ -9%, u, 5%, -4%, 6%, u, -2%, -4%
Cc1cccc(C(=O)Nc2sc(C(=O)N3CCCC3)c(C)c2C#N)c1
→ 12%, -2%, 0%, x, 4%, -16%, -1%, 0%
CC(C)C(=O)Nc1ccc2c(c1)nc(CCN1CCN(c3ccccc3)CC1)n2C
→ -2%, -14%, -1%, 14%, 0%, -12%, 0%, -5%
COc1ccccc1-c1c(C(F)(F)F)oc2cc(OC(=O)c3ccc([N+](=O)[O-])cc3)ccc2c1=O
→ -4%, -6%, -1%, 10%, -4%, u, -1%, -5%
CCN(CC)C(=O)CSc1nc2ncccc2[nH]1
→ -4%, -3%, 5%, -1%, -6%, -14%, 1%, 3%
Cc1c(NC(=O)c2cnn3cccnc23)c(=O)n(-c2ccccc2)n1C
→ i, -3%, -3%, -7%, 9%, -5%, 6%, 6%
O=C(c1ccccc1)N1CCC(c2nc3ccccc3o2)CC1
→ x, x, 2%, x, x, -11%, 4%, 3%
CN1C(=O)c2ccccc2Sc2ccc(NC(=O)NCc3cccc(Cl)c3)cc21
→ x, x, -14%, x, x, -8%, -1%, 8%
Cc1nc2ccccc2c(=O)n1NC(=O)COc1ccccc1
→ 13%, 10%, 7%, x, 10%, 3%, 0%, 5%
CCOC(=O)C1CCCN(C(=O)Cc2c(C(=O)O)[nH]c3ccccc23)C1 (centres undefined)
→ -13%, u, -4%, 10%, -8%, -7%, -1%, 7%
O=C(O)c1ccc2c(c1)C(=O)N([C@H](Cc1ccc(O)c(O)c1)C(=O)O)C2=O
→ i, x, -3%, -10%, x, x, -1%, x
Cc1nnc(NCCN2CCOCC2)[nH]c1=O
→ -11%, 6%, -2%, 19%, 12%, -6%, 1%, 2%
COc1ccc(/C=C(/C#N)C(=O)Nc2cccc(C)c2C)cc1C(=O)O
→ -6%, -5%, 4%, 6%, 5%, u, 2%, -1%
CCc1cccc(NS(=O)(=O)c2ccc(-n3cccn3)cc2)c1
→ x, x, 3%, x, x, 5%, -2%, u
Cc1cc2n(n1)C(c1ccsc1)Nc1ccccc1-2 (centres undefined)
→ i, u, 5%, x, 11%, u, -4%, -18%
Cn1ncc(Cl)c1C(=O)NC1C2CC3CC(C2)CC1C3 (centres undefined)
→ 21%, 3%, -1%, 5%, 5%, 1%, -1%, 3%
COc1ccc(-c2[nH]ncc2/C=N\NC(=O)c2ccc(C(C)(C)C)cc2)cc1OC
→ 2%, u, 3%[53 µM], -16%, 0%, -6%, -1%[53 µM], u
c1cncc(CNc2ncn[nH]2)c1
→ -1%, -6%, 4%, 3%, 0%[14.2 µM], -7%, 1%, -3%
O=C(CN1CCN(S(=O)(=O)c2ccc(Br)cc2)CC1)N/N=C/c1ccco1
→ -1%, 2%, -3%, -5%, 7%, -12%, 3%, -10%
Cc1ccc(C(=O)Nc2nnc(NC(=S)Nc3ccccc3)s2)cc1
→ i, -6%, 8%, 6%, 7%, 6%, -6%, u
CCCCOc1ccc(/C=c2\sc3ncnn3c2=O)cc1
→ i, 9%, -10%, 3%, 4%, u, 0%, -13%
COc1cc(Cl)c(S(=O)(=O)NCCCN2CCOCC2)cc1Cl
→ -17%, 2%, -1%, x, -4%, 4%, -3%, -4%
CCNC(=O)Cn1c(-c2cccs2)cc2ccccc21
→ x, x, -2%, x, x, -4%, u, -1%
O=C1CC(c2ccccc2)Sc2nc3ccccc3n21 (centres undefined)
→ -8%, -7%, -1%, 6%, 1%, -13%, -4%, -12%
O=C(Oc1ccc(-c2cnc3ccccc3n2)cc1)c1ccc(Cl)c([N+](=O)[O-])c1
→ -12%, -4%, -7%, u, -3%, u, -1%, -4%
O=C(NCCc1nc2ccccc2n1Cc1ccccc1)c1ccco1
→ x, x, -11%, x, x, -11%, 10%, -2%
CCOC(=O)c1c(C)[nH]c(C(=O)OCC(=O)N2c3ccccc3CC2C)c1C (centres undefined)
→ -6%, -4%, 6%, 2%, 2%, u, -1%, 5%
CCCCC(=O)Nc1nc(C)c(-c2csc(Nc3ccccc3OC)n2)s1
→ i, 8%, -8%, -12%, 7%, u, -3%, 13%
Cc1ccc(C2=NN(CC(=O)NC(C)c3ccccc3)C(=O)CC2)cc1 (centres undefined)
→ x, x, -6%, x, x, 15%, -3%, 3%
COc1ccc(CCNS(=O)(=O)c2ccc(OC)cc2)cc1
→ -5%, 3%, 2%, 4%, 4%, -4%, -5%, 5%
O=C(O)C1C2C=CC(C2)C1C(=O)NC(c1ccccc1)c1ccccc1 (centres undefined)
→ 5%, -6%, 3%, x, 0%, -7%, -2%, 0%
Cc1ccc(NC(=O)Nc2ccc3c(c2)N(C)C(=O)CS3)cc1C
→ 0%, -3%, 2%, x, 275%, 8%, -1%, 2%
Cc1cccc(NC(=O)CSc2nc3c(oc4ccccc43)c(=O)n2-c2ccccc2)c1C
→ x, x, -2%, x, x, -17%, -14%, -10%
CS(=O)(=O)N1CCCC(C(=O)NCc2ccc(F)cc2Cl)C1 (centres undefined)
→ -4%, 0%, 5%, -2%, -4%, -8%, -8%, -10%
C[C@@H]1CC=C[C@@H]2[C@H]1C(=O)N(Cc1ccccc1)[C@H]2c1cccc(C#Cc2ccccc2)c1
→ i, x, 9%, -1%, -9%, -11%[81.4 µM], 3%, -1%[81.3 µM]
Cc1cc(NC(=O)C(C)(C)Oc2ccc(Cl)cc2)cc(-c2nc3ncccc3o2)c1O
→ x, x, 4%, x, x, 4%, 6%, -1%
CCN(CC)c1ccc(NC(=O)c2sc3ccccc3c2Cl)cc1
→ x, x, 0%, x, x, 0.89µM*, -4%, 2%
COCCCNCCOCCSc1ccc(Cl)cc1
→ i, 1%, -7%, 6%, -11%, -5%, -2%, -3%
CCOC(=O)c1sc(NC(=S)NC(=O)c2ccco2)nc1C
→ 2%, -4%, -2%, -7%, 25%, u, 1%, -7%
O=C(CSc1nnc(-c2ccco2)n1Cc1ccccc1)c1ccccc1
→ -27%, -5%, -13%, -5%, -1%, -14%, 3%, -12%
COC(=O)c1ccc(NC(=O)CSc2nnc(CNc3ccc(F)cc3)n2C)cc1
→ -8%, 3%, 3%, x, 6%, u, -3%, u
COc1nc(Oc2ccc(C(=O)O)cc2)nc(Oc2ccc(C(=O)O)cc2)n1
→ 18%, -4%, -5%, -2%, -6%, 0%, 4%, 3%
CC(C)(C)NC(=O)C(c1cccnc1)N(C(=O)c1csnn1)c1ccccc1 (centres undefined)
→ 2%, 8%, -3%, -9%, -3%, -7%, 0%, -3%
O=C(Nc1ccc(F)c(F)c1)C(c1ccccc1)N1Cc2ccccc2C1=O (centres undefined)
→ x, x, -7%, x, x, 2%, 5%, -9%
CC(=O)N(Cc1cccnc1)c1nc2c(C)cccc2s1
→ x, x, -10%, x, x, -11%, -1%, -12%
O=C(c1cc(Cl)ccc1[N+](=O)[O-])N1CCc2ccccc2C1
→ 1%, 1%, -4%, 0%, 4%, -6%, 1%, 3%
Cc1ccc(OCC(=O)N/N=C/c2ccc([N+](=O)[O-])o2)cc1
→ -15%, -4%, -17%, -1%, 3%, u, -1%, 4%
CCOC(=O)CNC(=O)CSc1nnc(-c2ccco2)n1N
→ i, 1%, 5%, -6%, 1%, 2%, 0%, -4%
CCOC(=O)c1ccc(S(=O)(=O)N2CCN(CCC#N)CC2)cc1
→ -5%, 5%, 7%, 10%, 9%, -10%, 1%, -4%
CN(C)C(=O)CSc1nnc(NC(=O)CCc2ccccc2)s1
→ -12%, 8%, -2%, 8%, 1%, -2%, 0%, 0%
CCCCC(=O)Nc1nnc(S(=O)(=O)N(C)Cc2ccc(Cl)cc2)s1
→ x, x, 4%, x, x, 2%, 0%, 0%
Cc1cccc(NC(=O)N(C)Cc2cccs2)c1
→ i, -3%, -6%, x, 1%, -7%, 1%, 1%
CCCSc1sc(C(=O)OC)c(-c2cccs2)c1C#N
→ i, -8%, 4%, 74%[activator], 7%, u, -2%, -16%
CCCC(C)NC(=O)COc1ccc(Sc2ccc(OCC(=O)NC(C)CCC)cc2)cc1 (centres undefined)
→ -11%, 3%, -1%, 2%, -1%, -10%, u, 13%

Next part:
Values run as follows: RECQ1 helicase, KDM4E inh, TRb-SRC2 inh, L3MBTL1 block, GoLoco inh red, Tau fibril ThT, TR SRC2 fluor cs, Tau fibril FP
Cc1ccc(N2CN=C3SCC(=O)N3C2)cc1C
→ i, 11%, -1%, 6%, 4%, 1%, 1%, 12%
CCOC(=O)CC1COCCN1Cc1cn[nH]c1-c1ccc2c(c1)OCO2 (centres undefined)
→ i, u, -7%, 0%, 4%, 8%, -1%, 6%
Cc1ccc2oc(C(=O)NCc3ccc4c(c3)OCO4)c(C)c2c1
→ i, u, -14%, x, 9%, 2%, -3%, 2%
CCOc1ccc(C(C)C)cc1S(=O)(=O)Nc1ccc(Cl)cn1
→ -5%, 15%, -5%, x, -11%, 7%, -5%, -1%
O=C(c1snnc1-c1ccccc1)N1CCOCC1
→ i, 3%, 0%, 0%, 1%, 2%, -3%, -2%

Just Tau fibril ThT and TRb-SRC2 inh, for two of the compounds above:
canonical_smiles	Tau fibril ThT	TRb-SRC2 inh
Cc1ccc2oc(C(=O)NCc3ccc4c(c3)OCO4)c(C)c2c1	2%	-14%
CCOc1ccc(C(C)C)cc1S(=O)(=O)Nc1ccc(Cl)cn1	7%	-5%

Bioassay records from PubChem BioAssay.

Only part of the results is shown, so the mix of outcomes need not match the whole.
